High-throughput results as filed in PubChem.
uPA generation – qHTS for Inhibitors of Cell Surface uPA Generation; Potency, µM (titrated, usually from 38.3 µM), for the others: top-dose activity change, negative = inhibition, hits mostly inhibitors; 330,000 tested, 0.31% active; cell surface uPA generation assay, qHTS; active means well fitted inhibition curve with a large enough effect; inconclusive means small, poorly fitted or top-dose-only effect; inactive means no such curve, though single readings can be large or run the other way; tested in mouse RAW 264.7 cells; further: potency means the concentration at half of the fitted maximal effect; nearly all actives have a fitted effect of over 55% in size
Coupling enz – qHTS Assay for Inhibitors of Fructose-1,6-bisphosphate Aldolase from Giardia Lamblia: Coupling assay counterscreen | coupling enzyme system counterscreen, AmpLite Red fluorescence | activity change, negative = inhibition, % at 58.2 µM, hits read low | 290,000 tested, 0.67% active | AID 2472, 2010; in the data active means activity change below about -30%
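Coupling enzymes only (glyceraldehyde-3-phosphate) + compound, at 57.5 uM final, 10 min RT; add substrate/coupling/AmpLite Red mix, 20 min RT; fluorescence ex 525/em 598 nm. Actives flag coupling-system interference.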
GALK inh – qHTS Assay for Inhibitors of Human Galactokinase (GALK) | Purified GALK, Kinase-Glo residual ATP luminescence | Potency, µM (doses to about 57.5 µM), for the others: at the highest dose activity change, negative = inhibition, actives largely listed as inhibitors | 270,000 tested, 0.007% active | AID 1868, 2009; further: potency means the concentration at half of the fitted maximal effect
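Luminescence from leftover ATP (Ultra-Glo luciferase/luciferin) served as read-out after a 1 h room-temperature reaction of 5 nM GALK with 35 uM ATP and 100 uM galactose.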
PKM2 act – qHTS Assay for Activators of Human Muscle isoform 2 Pyruvate Kinase; Pyruvate kinase PKM (Homo sapiens), P14618; purified PKM2, Kinase-Glo ATP luminescence, activation; response scale: 0% is enzyme alone, no compound; Potency, µM (top dose mostly 57.5 µM), without a hit: at the highest dose activation, actives largely listed as activators; 260,000 tested, 0.34% active; further: potency means the concentration at half of the fitted maximal effect; nearly all actives have a fitted effect of over 55% in size
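Kinase-Glo luminescence reports ATP generated from ADP (0.1 mM) and PEP (0.5 mM) by purified hPK-M2 after 1 h at room temperature, pH 7.2 imidazole buffer; intermediate enzyme activity allows detecting inhibitors and activators.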
USP2a inh – qHTS Assay for Inhibitors of Ubiquitin-specific Protease USP2a Using CHOP2 as the Reporter. Ubiquitin carboxyl-terminal hydrolase 2 (Homo sapiens), O75604. USP2 core, Ub-CHOP2 coupled fluorogenic reporter, 485/531. Potency, µM (top dose mostly 38.3 µM), without a hit: at the highest dose activity change, negative = inhibition, hits mostly inhibitors. 330,000 tested, 0.01% active;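 further: potency means the concentration at half of the fitted maximal effect; plate controls were DMSO wells for no effect and full inhibition by NEM control for full effect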
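Cell-free coupled assay: 10nM USP2 core preincubated 30min RT with compound in Tris-HCl pH 8.0/CaCl2/CHAPS buffer, then 25nM Ub-CHOP2 and 25nM reporter substrate; fluorescence (Ex 485/Em 531) read after 60min RT, normalized to NEM inhibition, concentration-response curves fitted.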
Eya2 inh – qHTS Assay for Inhibitors of the Phosphatase Activity of Eya2. Potency, µM (doses to about 76.9 µM), without a hit: at the top dose activity, negative = inhibition, actives largely listed as inhibitors. recombinant Eya2, OMFP fluorescence dephosphorylation (OMFP is methylfluorescein phosphate). 330,000 tested, 0.006% active; further: potency means the concentration at half of the fitted maximal effect
Target sequence (O00167 whole entry, looked up): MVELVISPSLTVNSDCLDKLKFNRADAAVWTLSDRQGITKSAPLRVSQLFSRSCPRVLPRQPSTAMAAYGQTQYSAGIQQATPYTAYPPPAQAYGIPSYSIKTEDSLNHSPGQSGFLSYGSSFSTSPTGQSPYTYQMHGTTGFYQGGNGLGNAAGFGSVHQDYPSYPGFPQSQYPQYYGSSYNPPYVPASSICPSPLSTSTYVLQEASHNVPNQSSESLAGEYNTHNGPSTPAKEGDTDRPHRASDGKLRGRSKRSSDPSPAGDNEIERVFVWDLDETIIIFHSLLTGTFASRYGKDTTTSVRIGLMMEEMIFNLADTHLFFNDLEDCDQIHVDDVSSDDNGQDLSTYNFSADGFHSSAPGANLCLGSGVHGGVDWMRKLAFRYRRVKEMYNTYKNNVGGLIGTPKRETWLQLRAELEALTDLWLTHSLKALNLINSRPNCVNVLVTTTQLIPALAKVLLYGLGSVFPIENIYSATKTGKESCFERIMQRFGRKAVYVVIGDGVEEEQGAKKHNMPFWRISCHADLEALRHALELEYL
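Eya2 (0.2 uM) preincubated 10 min at ambient with compound, then OMFP substrate added at 50 uM; 10 min reaction in 50 mM HEPES pH 7.5, 50 mM NaCl, 5 uM MgCl2, 0.05% BSA, 1 mM DTT. Fluorescence read at Ex 485/Em 525 nm.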
KCNH2 WT inh – qHTS for Inhibitors of KCHN2 3.1: Wildtype qHTS; Voltage-gated inwardly rectifying potassium channel KCNH2 (Homo sapiens), Q12809; U2OS, BacMam KCNH2, thallium flux FluxOr; stronger effect = lower value; activity change, % at 1.84 µM; 340,000 tested, 0.37% active;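 active means maximum activity change below -70%; inconclusive means maximum activity change between -70% and -50%; inactive means maximum activity change above -50%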
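U2OS cells were transduced with wild-type KCNH2 virus (2.03 x 10^8 / mL) for 4 h at room temperature, then cultured overnight at 37 C. Thallium flux was read with FluxOr dye. Rate constants were normalized to DMSO controls.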
KCNH2 3.1 block – qHTS for Inhibitors of KCHN2 3.1: Mutant qHTS | U2OS KCNH2 3.1, thallium flux FluxOr; stronger effect = lower value | activity change, % (tested at about 1.8 µM) | 340,000 tested, 0.95% active | AID 720553, 2013;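 active means maximum activity change below -70%; inconclusive means maximum activity change from -70% to -50%; inactive means maximum activity change above -50%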;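 further: thallium influx rate constant from kinetic fluorescence after stimulation buffer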
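Thallium flux read-out: FluxOr dye with Red40 quencher in HBSS/HEPES, 45 min at RT. Rate constants from kinetic reads were normalized to positive and negative DMSO controls. Cells: U2OS virally expressing the 3.1 isoform.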
BCR signal inh – qHTS Assay to Find Inhibitors of Chronic Active B-Cell Receptor Signaling. 340,000 tested, 0.05% active. ABC-DLBCL IkBa-CBG/CBR reporter, luminescence ratio, 4 h. Potency, µM (titrated, usually from 46.1 µM), inactives show at the top dose ratio change, negative = lower green/red ratio, usual class: inhibitors. AID 493014, 2011; active means well fitted inhibition curve with a large enough effect in the signal ratio, with a control signal flat, not every such curve was filed as active; inconclusive means small, poorly fitted or top-dose-only effect, or effect the other way, or a change in a side signal; the % refers to the signal ratio;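 further: potency means the concentration at half of the fitted maximal effect; plate controls were basal doxycycline-induced cells for no effect and cells given 10 µM MG132 for full effect; MG132 reads +100%, hits lower the ratio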
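TMD8 human ABC-DLBCL cells with doxycycline-inducible IκBα–green luciferase fusion and unfused red luciferase, in 0.5% FBS medium; compounds up to 46 uM, 4 h at 37C. Green/red luminescence ratio, filter-overlap corrected, fitted to concentration-response curves.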
B2AR arrestin – qHTS assay of beta-arrestin-biased ligands of beta2-adrenergic receptor. Beta-2 adrenergic receptor (Homo sapiens), P07550. Potency, µM (top dose mostly 46.1 µM), for the others: at the top dose activation, hits mostly activators. 330,000 tested, 0.02% active. beta-arrestin recruitment to beta2AR, cell-based reporter;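 further: potency means the concentration at half of the fitted maximal effect; 0% = DMSO controls and full agonism = EC100 isoproterenol or metaproterenol; nearly all actives have a fitted effect of over 65% in size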
Target sequence (P07550 whole entry, looked up): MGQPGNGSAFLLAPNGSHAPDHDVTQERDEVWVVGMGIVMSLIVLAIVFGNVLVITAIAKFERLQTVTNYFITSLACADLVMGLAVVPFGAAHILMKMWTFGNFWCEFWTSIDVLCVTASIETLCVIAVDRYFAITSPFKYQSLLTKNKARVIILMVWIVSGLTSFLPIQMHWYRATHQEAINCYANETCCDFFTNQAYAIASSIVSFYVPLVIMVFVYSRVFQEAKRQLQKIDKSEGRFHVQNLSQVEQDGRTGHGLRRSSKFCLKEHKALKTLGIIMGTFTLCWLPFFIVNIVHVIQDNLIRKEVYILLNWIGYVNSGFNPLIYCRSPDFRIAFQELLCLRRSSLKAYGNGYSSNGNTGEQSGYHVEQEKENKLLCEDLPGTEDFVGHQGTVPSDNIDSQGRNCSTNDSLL
Giardia killer – Small Molecules that selectively kill Giardia lamblia: qHTS | activity change, % at 7.66 µM, hits read low | 340,000 tested, 0.15% active | Giardia lamblia trophozoite viability | AID 540267, 2011; in the data active means activity change below about -80%; inconclusive means between about -30% and that limit;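 further: parasites exposed to compound for two days anaerobically before the ATP read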
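Killing of trophozoites was scored by loss of ATP luminescence after a 48 hrs anaerobic exposure to compounds at 37 deg C, using 100 cells per well.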
* hit, by the source's call; i = inactive; ? = inconclusive; · = not tested or not shown. Unless noted, the call rests on the fitted dose curve; in most records, active means well fitted curve in the direction sought with a large enough effect; inconclusive means small, poorly fitted or top-dose-only effect, or another doubt; inactive means no such curve, though single readings can be large; an effect the other way counts as inactive or inconclusive. Unless noted, on the % scale 0 is the no-effect control and ±100 the full control effect.

Fields – KCNH2 WT inh	KCNH2 3.1 block	Coupling enz	BCR signal inh	PKM2 act	Eya2 inh	USP2a inh	GALK inh	Giardia killer	B2AR arrestin	uPA generation
O=C(CSc1ncn[nH]1)N1c2ccccc2Sc2ccccc21
 : 6	25	3	-24%	3%	-15%	16%	-1%	-7	0.0%	6%
CCCS(=O)(=O)N1CCN(CCN2C(=O)c3cccc4cccc(c34)C2=O)CC1
 : -8	-4	-2	2%	2%	-13%	7%	-2%	-8	-0.4%	6%
Cc1ccc(CN2CCN(/N=C/c3cc(Br)cc(Br)c3O)CC2)c(C)c1
 : 1	-14	2	-10%	-2%	2%	1%	1%	-14	-0.3%	2%
CN(C)S(=O)(=O)c1ccc(C(=O)Nc2cccc(C(=O)N3CCOCC3)c2)cc1
 : -5	4	4	-3%	-2%	-7%	-5%	-3%	1	-0.4%	17%
O=C(NCc1ccc(F)cc1)c1cccc(S(=O)(=O)N2CCCC2)c1
 : 5	10	-1	3%	-4%	-3%	1%	9%	8	-0.9%	2%
COc1cc(/C=N/NC(=O)c2ccc(N)cc2)ccc1OC(=O)c1cccc(C)c1
 : 13	·	-2	?	-5%	-5%	1%	4%	-7	-0.7%	-2%
CCC(=O)NC(=S)Nc1ccc(NC(=O)CC)cc1
 : 2	6	-2	2%	-4%	-1%	1%	1%	15	-0.6%	-1%
O=CC1=C(N2CCOCC2)/C(=C/c2ccc(Cl)cc2)CC1
 : -4	2	1	-8%	-2%	9%	2%	0%	-10	0.1%	2%
COC(=O)CN(c1ccc(Cl)cc1C)S(C)(=O)=O
 : i	-6	0	-22%	-2%	3%	2%	10%	?	-0.6%	-1%
Cc1ccccc1/C=N/Nc1ccc(Cl)nn1
 : ·	24	2	?	2%	-7%	2%	4%	-28	-0.1%	23%
COc1ccc(NC(=O)COc2ccc3c(c2)CCC3)cc1S(N)(=O)=O
 : -9	6	·	0%	·	-1%	4%	·	7	-0.2%	5%
Cc1cc(Br)ccc1NC(=O)C1CCCO1 (configuration not stated)
 : -19	1	3	1%	0%	-16%	-1%	0%	2	0.2%	-9%
COc1ccc(C(=O)NC(=S)NC(C)(C)C)cc1Br
 : 4	-9	4	6%	3%	-13%	3%	-1%	-14	-1.6%	7%
C#CCOCCOCCOCCNc1nc(N2CCN(C(=O)Cn3cc(CCCCN)nn3)CC2)nc(N2CCN(C(=O)[C@H](C(C)C)n3cc(CCO)nn3)CC2)n1
 : -6	14	-2	0%	2%	4%	2%	·	-4	0.3%	-4%
CC(=O)Nc1ccc(NS(C)(=O)=O)cc1
 : 8	-7	3	-1%	0%	8%	1%	6%	7	0.1%	2%
COc1ccccc1NC(=O)C(C)OC(=O)/C(=C/c1ccccc1)NC(C)=O (configuration not stated)
 : 10	-10	·	2%	·	-22%	1%	·	-1	-0.1%	-7%
O=C(O)c1ccccc1C(=O)NCCc1c(C(=O)O)[nH]c2ccc(Cl)cc12
 : -31	8	6	?	-17%	13%	1%	2%	14	-0.3%	-2%
O=C(Nc1ccc(O)c(-c2nc3ccccc3s2)c1)c1cc(=O)c2ccccc2o1
 : -14	-5	0	-2%	-1%	3%	1%	1%	-4	0.3%	17%
C=CCn1cccc(C(=O)Nc2ccc(Cl)cc2)c1=O
 : ·	-1	0	1%	·	4%	4%	8%	10	0.3%	-3%
CCCNC(=O)c1cc(-c2ccccc2)c(N2CCCCC2)s1
 : -5	3	1	?	·	-5%	-1%	·	2	-0.1%	3%
CCN1C(=O)[C@H]2[C@@H](c3ccc(-c4ccc(F)cc4)cc3)N[C@@](CC(C)C)(C(=O)OC)[C@H]2C1=O
 : -3	2	·	-25%	·	-27%	0%	·	-15	-0.2%	4%
CCOc1ccc(CCNC(=O)CS(=O)Cc2nc(-c3ccccc3Cl)oc2C)cc1OCC (configuration not stated)
 : -5	-16	·	0%	·	-6%	3%	0%	-8	0.6%	-9%
CC(NC(=O)c1ccc(Cl)c(Cl)c1)c1ccc(-c2ccccc2)cc1 (configuration not stated)
 : -3	-2	0	12%	-5%	-22%	-12%	6%	-4	0.3%	-8%
COc1ccc(S(=O)(=O)N(CCCN2CCOCC2)Cc2cccc3ccccc23)cc1
 : 16	-41	-11	?	-1%	-12%	-10%	0%	2	-0.1%	-15%
O=C(c1cc(-c2ccccc2O)on1)N1CCc2ccccc2C1
 : -7	15	1	?	1%	8%	0%	1%	2	-0.3%	-7%
Cc1ccc(NS(=O)(=O)c2cccc(C(=O)NCC(c3ccc(F)cc3)N3CCOCC3)c2)cc1 (configuration not stated)
 : 1	-6	·	?	·	-15%	-1%	·	3	0.1%	1%
CCCOC(=O)c1cc(NC(=O)/C=C/c2ccccc2)ccc1O
 : ·	·	4	?	-1%	-26%	0%	0%	·	0.0%	·
CCN1C(=O)S/C(=C/c2ccc(Oc3ccc([N+](=O)[O-])cn3)c(OC)c2)C1=O
 : 4	-1	-3	2%	-5%	6%	-1%	0%	-9	0.0%	-1%
CCN(C(=O)c1c(-c2ccccc2)noc1C)c1ccccc1
 : 3	6	0	-14%	-2%	2%	1%	0%	18	0.4%	2%
Cc1ccc(NC(=O)c2cc(-c3ccc4c(c3)OCO4)on2)cc1
 : -2	-4	1	?	0%	12%	1%	5%	13	0.3%	1%
Cc1ccccc1C(=O)Oc1cccc2c(O)cccc12
 : -19	7	-1	?	3%	7%	3%	0%	-17	0.1%	-7%
CN(Cc1ccc(F)cc1)C(=O)C(Cc1ccccc1)NC(=O)c1ccccc1 (configuration not stated)
 : 7	5	·	3%	·	-20%	-1%	·	-2	0.0%	2%
CC1=NN(/C(=N\c2nnc(C)s2)Nc2ccccc2)[C@H](c2ccc(C)cc2)S1
 : 8	5	-11	-1%	-4%	-2%	-6%	5%	25	-0.9%	-4%
CC(C)n1cc(C(N)=S)c(=O)n(Cc2ccccc2)c1=O
 : 12	9	0	1%	·	-3%	-2%	0%	1	0.2%	-26%
CC1CCCC/C1=N\Nc1ccc(S(N)(=O)=O)cc1[N+](=O)[O-] (configuration not stated)
 : 6	-5	-1	7%	22%	-1%	1%	-2%	9	-0.7%	1%
CN=CC1=C(O)C(C(=O)OC)C(C)(C)CC1=O (configuration not stated)
 : 7	5	4	-1%	-2%	11%	-6%	-1%	0	-0.4%	-9%
CCc1cccc(OCC(=O)Nc2cc(Cl)ccc2-n2cncn2)c1
 : 3	-6	·	4%	·	3%	1%	·	3	-0.1%	10%
Cc1cccc(C)c1NC(=O)c1nc(S(=O)(=O)Cc2ccccc2)ncc1Cl
 : -9	-4	·	?	·	-14%	0%	5%	-11	0.2%	3%
Cc1cc(F)ccc1NC(=O)Nc1ccc2c(c1)OCO2
 : 2	-7	·	-22%	-3%	-8%	0%	7%	7	0.2%	-17%
O=C(Nc1ccc(F)cc1)c1cccc2c1C(=O)N(Cc1ccccn1)C2
 : 3	13	2	18%	19%	-23%	0%	1%	2	0.0%	-5%
COc1ccc(C(=O)/C=C/Nc2ccc(S(=O)(=O)Nc3nc(C)cc(C)n3)cc2)cc1OC
 : -12	-27	0	?	5%	-3%	1%	0%	-16	-0.1%	-6%
COc1ccc(-c2cc(C(F)(F)F)n3ncc(C(=O)Nc4c(C)n(C)n(-c5ccccc5)c4=O)c3n2)cc1
 : ·	·	3	0%	-3%	-8%	0%	4%	·	-0.1%	·
CCOc1ccccc1C(=O)NCC(=O)OCC(=O)N1CCCC1
 : -19	-9	·	1%	·	4%	-1%	·	1	-0.7%	15%
COc1cccc(C(=O)Cn2c(=O)n(CC3CCCO3)c(=O)c3ccccc32)c1 (configuration not stated)
 : -2	·	3	-5%	-6%	-5%	0%	0%	4	-0.1%	-2%
COc1ccc(-c2csc(NC(=O)c3c(C)noc3C)n2)cc1F
 : -8	-13	·	6%	·	16%	0%	·	-4	-0.2%	-9%
O=S(=O)(N1CCCCC1)N1CCCN(S(=O)(=O)N2CCCCC2)CC1
 : 12	1	3	?	3%	3%	1%	-1%	-1	-0.2%	2%
CC1CN(S(=O)(=O)c2cccc(C(=O)Nc3ccc(S(=O)(=O)Nc4ncccn4)cc3)c2)CC(C)O1 (configuration not stated)
 : -17	-5	6	4%	2%	14%	10%	1%	-9	0.0%	0%
